High-throughput results (PubChem BioAssay)
STAT1 inh – reduces IFN-gamma driven STAT1 reporter signal | NIH 3T3 STAT1-luciferase reporter, luminescence | inhibition, % at 5.5 µM | 200,000 compounds, 0.35% hits | AID 920;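 active = inhibition above a set limit, the mean inhibition across all tested compounds plus 3 SD, cut at about 34% in these data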;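 also: 0% = IFN-gamma with DMSO and 100% = IFN-gamma with 300 µM nifuroxazide; values of inactives mirror those of a sister screen read the other way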
STAT3 blocker – reduces IL-6 driven STAT3 reporter signal | AID 862 | inhibition, % at 5.5 µM | U3A cells, IL-6 STAT3-luciferase reporter, luminescence; host cell line lacks STAT1 | 190,000 compounds, 0.89% hits;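 active = inhibition above the mean inhibition across all screened compounds plus 3 SD, cut at about 44% in these data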;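 also: 0% = DMSO only wells and 100% = 100 µM nifuroxazide control wells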
Hsp70 activator – transcriptional activators of Hsp70; HeLa Hsp70 promoter luciferase reporter, luminescence; scaled: vehicle 0, proteasome-inhibitor control 100%; AID 1203; activation, % at 10 µM; 200,000 compounds, 0.04% hits;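 active = activation above the mean across all tested compounds plus 3 SD, cutoff set per campaign, cut at about 5.5% in these data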;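 also: 100% = MG132 at 30 µM as the positive control and 0% = DMSO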
Diaphorase act – diaphorase activation or chemical reduction counter-screen; Diaphorase/resazurin coupled assay, resorufin fluorescence, 16 min; active compounds read high; 1 = vehicle wells, 0 = NADH-free wells; activation factor at 20 µM; 190,000 compounds, 0.005% hits;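 active = diaphorase activity raised at least twofold by the compound at 20 µM; inactive = activation factor below 2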
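test system = bacterial diaphorase enzyme (C. kluyveri) | quantity = enzyme 0.07 U/mL final | reagent = NADH substrate 0.114 mM plus resazurin dye 0.1 mM, final | incubation = 16 min enzyme reaction, ambient temperature | buffer or medium = HEPES pH 7.4 buffer with MgCl2 and Tween 20 | signal = fluorescence of resorufin, 544 nm excitation, 590 nm emission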
TLR4 MyD88 comp – blocks binding of human TLR4 to MyD88; O00206+Q99836; HeLa CL3-4 TLR4/MyD88 BLA complementation, FRET ratio; inhibition, % at 8.4 µM; 200,000 compounds, 0.18% hits; AID 861; in the data active = inhibition above about 25%;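 also: 0% = vehicle and 100% = reference inhibitor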
Target sequence (O00206 whole entry, looked up): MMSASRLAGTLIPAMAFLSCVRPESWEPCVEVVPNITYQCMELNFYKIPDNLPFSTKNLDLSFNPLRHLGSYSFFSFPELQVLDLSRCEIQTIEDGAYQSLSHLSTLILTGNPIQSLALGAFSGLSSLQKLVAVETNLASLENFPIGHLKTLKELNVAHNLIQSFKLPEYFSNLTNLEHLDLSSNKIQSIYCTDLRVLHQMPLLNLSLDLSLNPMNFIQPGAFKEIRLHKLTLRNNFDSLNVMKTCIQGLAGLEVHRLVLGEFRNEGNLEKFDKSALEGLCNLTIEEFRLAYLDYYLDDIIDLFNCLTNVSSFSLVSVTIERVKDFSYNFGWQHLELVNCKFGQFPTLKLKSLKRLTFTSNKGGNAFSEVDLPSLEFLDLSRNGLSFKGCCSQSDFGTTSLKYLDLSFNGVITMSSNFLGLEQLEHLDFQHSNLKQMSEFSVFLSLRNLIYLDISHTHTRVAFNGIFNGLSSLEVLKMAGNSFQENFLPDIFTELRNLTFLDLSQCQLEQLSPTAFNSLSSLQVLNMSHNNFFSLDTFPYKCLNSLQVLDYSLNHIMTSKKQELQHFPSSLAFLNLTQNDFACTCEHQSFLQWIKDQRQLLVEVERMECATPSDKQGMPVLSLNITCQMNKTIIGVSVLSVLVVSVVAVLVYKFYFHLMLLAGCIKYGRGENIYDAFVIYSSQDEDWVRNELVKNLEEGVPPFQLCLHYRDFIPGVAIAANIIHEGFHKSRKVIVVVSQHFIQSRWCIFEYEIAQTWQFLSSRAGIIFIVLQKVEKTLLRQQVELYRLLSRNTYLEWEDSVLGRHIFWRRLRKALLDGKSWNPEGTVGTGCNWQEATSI
Target sequence (Q99836 whole entry, looked up): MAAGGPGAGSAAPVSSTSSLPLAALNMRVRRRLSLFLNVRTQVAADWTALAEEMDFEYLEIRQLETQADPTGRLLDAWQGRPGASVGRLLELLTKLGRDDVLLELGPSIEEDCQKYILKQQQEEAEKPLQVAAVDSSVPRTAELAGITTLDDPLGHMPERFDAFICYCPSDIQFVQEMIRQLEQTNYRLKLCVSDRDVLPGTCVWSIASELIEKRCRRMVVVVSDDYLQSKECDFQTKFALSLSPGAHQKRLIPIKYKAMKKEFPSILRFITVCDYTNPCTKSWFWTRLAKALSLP
G6PDH CS – L. mesenteroides G6PDH inhibition counter-screen. AID 1020. Purified L. mesenteroides G6PDH, diaphorase/resazurin coupled fluorescence, 45 min. inhibition, % at 5 µM. 200,000 compounds, 0.12% hits; in the data active = inhibition above about 50%
APP transl inh – APP translation inhibition; 190,000 compounds, 0.82% hits; SH-SY5Y APP 5'UTR-luciferase reporter, luminescence; inhibition, % at 2 µM;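 active = inhibition above a set limit, derived from the sample mean plus 3 SD, cut at about 45% in these data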; also: values of inactives mirror those of a sister screen read the other way
STAT3 act – STAT3 signaling activation. activation (% of control), % at 5.6 µM. 190,000 compounds, 0.91% hits. U3A cells, IL-6 STAT3-luciferase reporter, luminescence; 100% = signal with IL-6 EC80 alone. AID 871;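 active = activation above the screen-wide mean of compound activation plus 3 SD, cut at about 130% in these data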;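 also: 0% = background luminescence of wells with medium and substrate only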
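Test system: STAT3-luciferase reporter U3A cells; Detection: reporter luminescence signal; Times: 1 h compound pre-exposure, 6 h IL-6 stimulation, 37 °C; Benchmarks: IL-6-only high control; Also added: IL-6 stimulus at 33 ng/mL final.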
STAT1 act – STAT1 signaling activation; NIH 3T3 STAT1-luciferase reporter, IFN-gamma, luminescence; 100% = IFN-gamma alone, no compound; activation (% of control), % at 5.5 µM; 200,000 compounds, 2.6% hits; AID 932;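 active = activation above the screen-wide mean activation plus 3 SD, cut at about 130% in these data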;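 also: raw ratio to IFN-gamma control signal so 100% means no change and 0% no light; values of inactives mirror those of a sister screen read the other way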
Diaph inh CS – inhibits diaphorase or chemically oxidizes, flagging diaphorase assay artifacts; 190,000 compounds, 0.69% hits; inhibition, % at 20 µM; diaphorase resazurin-to-resorufin fluorescence, NADH, 16 min; bacterial (C. kluyveri) enzyme, not human;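 active = primary screen inhibition at 20 µM above a set limit, cut at about 50% in these data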;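 also: plate controls were DMSO with full reaction for no effect and wells lacking NADH for full effect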
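Test system: bacterial diaphorase enzyme (C. kluyveri); Quantity: 0.14 U/mL diaphorase, enzyme working solution; Times: reaction incubation of 16 min at room temperature; Measured by: fluorescence of resorufin formed from resazurin, Ex 544/Em 590 nm; Benchmarks: positive control minus NADH, DMSO neutral control.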
Starred values were filed as active, the others as inactive; x = no result given. Compounds as they come; overall some 6.1% were active at least once.

Preview (four entries):
1: CCn1c(CNc2ccccc2Cl)nnc1SCC(=O)OC1CCCCC1
2: Cc1c(Cl)c([N+](=O)[O-])nn1CCCC(=O)Nc1cc(Cl)ccc1Cl
3: CCCN(CCC)c1ncnc2c1cnn2-c1ccc(OC)cc1
4: COc1ccc(NC(=O)c2ccc(-c3nn(C)c(=O)c4ccccc34)cc2)cc1

compound no.	1	2	3	4
STAT1 inh	-2	17	-67	10
Diaphorase act	0.8	1	0.9	0.8
APP transl inh	-1	-6	-137	-26
TLR4 MyD88 comp	5	9	7	2
STAT3 blocker	3	24	25	18
STAT3 act	99	82	78	86
STAT1 act	102	85	162*	89
Diaph inh CS	19	4	7	20
Hsp70 activator	-0.2	-0.3	-0.2	0.0
G6PDH CS	2	10	4	10

The list itself, previewed entries included:
1: CCn1c(CNc2ccccc2Cl)nnc1SCC(=O)OC1CCCCC1
2: Cc1c(Cl)c([N+](=O)[O-])nn1CCCC(=O)Nc1cc(Cl)ccc1Cl
3: CCCN(CCC)c1ncnc2c1cnn2-c1ccc(OC)cc1
4: COc1ccc(NC(=O)c2ccc(-c3nn(C)c(=O)c4ccccc34)cc2)cc1
5: COc1ccc(C2CC2/C(C)=N/OC(=O)c2cccs2)cc1 (centres undefined)
6: O=c1c(O[C@@H]2O[C@H](CO)[C@@H](O)[C@H](O)[C@H]2O)c(-c2ccc(O)c(O)c2)oc2cc(O)cc(O)c12
7: O=C(COC(=O)C1CCN(S(=O)(=O)c2cccs2)CC1)NCc1ccccc1
8: O=C(CCc1ccccc1)Nc1nnc(-c2ccccn2)o1

compound no.	1	2	3	4	5	6	7	8
STAT1 inh	-2	17	-67	10	-1	x	0	8
Diaphorase act	0.8	1	0.9	0.8	0.9	0.2	0.9	1
APP transl inh	-1	-6	-137	-26	7	x	5	0
TLR4 MyD88 comp	5	9	7	2	-15	x	0	3
STAT3 blocker	3	24	25	18	-3	x	-2	12
STAT3 act	99	82	78	86	108	x	104	92
STAT1 act	102	85	162*	89	101	x	100	93
Diaph inh CS	19	4	7	20	8	77*	6	1
Hsp70 activator	-0.2	-0.3	-0.2	0.0	-0.2	-0.2	0.1	-0.2
G6PDH CS	2	10	4	10	4	34	5	-1

9: CN1c2ccccc2C2(C)CCCC3=Cc4cccc([N+](=O)[O-])c4OC312 (centres undefined)
10: O=C(Nc1nnc(COc2ccccc2)s1)c1ccco1
11: COC(=O)c1ccc(C)c(NC(=O)CCSc2ccc(C)cc2)c1
12: Clc1ccc2c(c1)C(c1cccs1)=NNC(c1cccnc1)=N2
13: Cc1cc(NC(=O)CSc2nc3c(c(=O)n2-c2ccc(Cl)cc2)SCC3)no1
14: CC(C)Sc1nc2c(cnn2-c2ccc(F)cc2)c(=O)[nH]1
15: Cc1nn(CC(=O)Nc2ccc(C#N)cc2)c(C)c1[N+](=O)[O-]
16: N#CCSC1=Nc2ccccc2C2=NC(CCC(=O)N3CCN(c4ccccc4)CC3)C(=O)N12 (centres undefined)

compound no.	9	10	11	12	13	14	15	16
STAT1 inh	7	-7	-7	-2	10	-4	1	0
Diaphorase act	1	1	0.8	0.9	x	1.1	0.9	0.9
APP transl inh	-17	6	-3	12	3	-4	-12	3
TLR4 MyD88 comp	-14	1	-2	-1	2	10	-8	-5
STAT3 blocker	-8	7	0	12	3	1	18	-18
STAT3 act	102	99	105	99	101	103	92	115
STAT1 act	93	106	106	102	90	104	100	101
Diaph inh CS	1	3	16	12	x	-12	14	12
Hsp70 activator	-0.5	-0.5	-0.3	-0.1	-0.3	-0.4	-0.3	-0.2
G6PDH CS	10	9	-10	4	x	17	-3	3

17: Cc1ccc(N2CC(C(=O)Oc3cccc(N4C(=O)CCC4=O)c3)CC2=O)cc1 (centres undefined)
18: Cc1ccc(C(=O)NCCNS(=O)(=O)c2ccccc2)cc1
19: Clc1ccc(-c2ccc(C=Nc3ccc(N4CCOCC4)cc3)o2)c(Cl)c1
20: CCCCOc1ccc(CONS(=O)(=O)c2ccc(NC(C)=O)cc2)cc1Cl
21: CCOC(=O)C1(Cc2cccc(F)c2)CCN(C(=O)c2ccoc2C)CC1
22: COc1ccc(NCc2ccc3c(c2)OCO3)cc1Cl
23: CC(=O)c1c(C(C)=O)c(C)n(C(c2ccccc2)c2ccccc2)c1C
24: Cc1ccc2c(c1)CCCN2C(=O)c1ccoc1C

compound no.	17	18	19	20	21	22	23	24
STAT1 inh	2	-2	0	-2	-2	-2	-1	0
Diaphorase act	0.9	1	0.9	0.8	0.8	0.8	0.8	0.9
APP transl inh	10	-10	-10	-2	-21	-10	-26	17
TLR4 MyD88 comp	-20	11	10	-12	-5	-7	-4	5
STAT3 blocker	4	0	4	-12	7	-4	4	7
STAT3 act	99	106	102	112	97	107	103	97
STAT1 act	98	102	99	102	100	102	99	98
Diaph inh CS	10	4	13	23	18	18	16	7
Hsp70 activator	-0.2	0.2	-0.3	0.1	-0.2	1.4	0.0	-0.2
G6PDH CS	-17	9	2	0	9	-6	4	5

25: CCC1C/C(=C/c2ccco2)C(=O)/C(=C/c2ccco2)C1 (centres undefined)
26: COc1cc(C)ccc1OCCOCCOc1cccc2ccc(C)nc12
27: Cc1cccc(C(C)C)c1NC(=O)COC(=O)c1cccc(S(=O)(=O)N2CCc3ccccc3C2)c1
28: CCc1noc(C)c1C(=O)Nc1nnc(C2CCCCC2)s1
29: COc1ccc(CC(=O)Nc2ccc(C(=O)NCC(C)C)cc2)cc1
30: COc1ccc(/C=C\c2nc(=O)c3ccccc3o2)cc1
31: Cc1ccc(C)c2sc(NC(=O)c3ccc(N4CCCCC4)c([N+](=O)[O-])c3)nc12
32: Cc1cc(C)c2nc(SCC(=O)N3CC(=O)Nc4ccccc43)c(C#N)cc2c1

compound no.	25	26	27	28	29	30	31	32
STAT1 inh	4	10	0	-5	-1	-1	2	-5
Diaphorase act	0.8	0.8	1	0.9	0.9	0.8	0.9	0.7
APP transl inh	-21	-23	8	-3	5	-127	3	96*
TLR4 MyD88 comp	0	5	0	-12	-5	8	1	1
STAT3 blocker	-1	8	11	6	2	62*	3	10
STAT3 act	99	98	92	96	104	49	103	93
STAT1 act	96	89	100	103	101	100	98	104
Diaph inh CS	24	23	5	5	8	17	7	27
Hsp70 activator	-0.2	-0.4	-0.1	0.0	-0.3	0.0	-0.5	0.6
G6PDH CS	-14	12	-4	9	10	4	2	8

33: Cc1cc(C)c(C(=O)OCC(=O)NCc2cccs2)c(C)c1
34: COc1cccc(N(CC(=O)NC2CCCC2)C(=O)Cn2nnc(-c3ccc(C)cc3)n2)c1
35: O=C(CCN1C(=O)c2ccccc2C1=O)Nc1cccc(S(=O)(=O)N2CCCCC2)c1
36: CCOC(=O)C(NC(C)=O)(Nc1ccc(S(=O)(=O)Nc2cc(C)on2)cc1)C(F)(F)F (centres undefined)
37: O=Cc1ccc(OCC(=O)Nc2ccccc2C(F)(F)F)cc1
38: COc1ccc(C(=O)NCC(=O)OCC(=O)Nc2cc(OC)ccc2OC)cc1
39: COc1ccc(NC(=O)CN2CCCC(C)C2)c([N+](=O)[O-])c1 (centres undefined)
40: CCOC(=O)c1cc(-c2ccccc2)sc1NC(=O)CSc1nnc(N)s1

compound no.	33	34	35	36	37	38	39	40
STAT1 inh	-7	-5	-4	-3	-7	1	1	-2
Diaphorase act	0.9	0.8	0.9	0.9	1	1	1	0.8
APP transl inh	-17	-7	4	1	-7	-8	-5	7
TLR4 MyD88 comp	-5	-1	0	3	11	12	-3	-12
STAT3 blocker	-2	-1	11	2	-1	16	28	8
STAT3 act	104	109	89	100	105	92	81	97
STAT1 act	105	105	104	99	104	99	99	100
Diaph inh CS	13	16	14	13	0	0	1	24
Hsp70 activator	0.0	-0.5	-0.1	0.0	-0.3	-0.4	-0.2	-0.2
G6PDH CS	7	-1	7	6	-3	-4	-7	4

Only Diaph inh CS, Hsp70 activator and Diaphorase act, for 5 of the compounds above:
nr	structure	Diaph inh CS	Hsp70 activator	Diaphorase act
40	CCOC(=O)c1cc(-c2ccccc2)sc1NC(=O)CSc1nnc(N)s1	24	-0.2	0.8
37	O=Cc1ccc(OCC(=O)Nc2ccccc2C(F)(F)F)cc1	0	-0.3	1
36	CCOC(=O)C(NC(C)=O)(Nc1ccc(S(=O)(=O)Nc2cc(C)on2)cc1)C(F)(F)F (centres undefined)	13	0.0	0.9
33	Cc1cc(C)c(C(=O)OCC(=O)NCc2cccs2)c(C)c1	13	0.0	0.9
34	COc1cccc(N(CC(=O)NC2CCCC2)C(=O)Cn2nnc(-c3ccc(C)cc3)n2)c1	16	-0.5	0.8

Single records (already shown). Order of values: STAT1 inh | Diaphorase act | APP transl inh | TLR4 MyD88 comp | STAT3 blocker | STAT3 act | STAT1 act | Diaph inh CS | Hsp70 activator | G6PDH CS
Listed for COc1cccc(N(CC(=O)NC2CCCC2)C(=O)Cn2nnc(-c3ccc(C)cc3)n2)c1 → -5 | 0.8 | -7 | -1 | -1 | 109 | 105 | 16 | -0.5 | -1
Listed for O=C(CCN1C(=O)c2ccccc2C1=O)Nc1cccc(S(=O)(=O)N2CCCCC2)c1 → -4 | 0.9 | 4 | 0 | 11 | 89 | 104 | 14 | -0.1 | 7
